Screens from PubChem BioAssay.
M5 antag – CHRM5 antagonism in calcium assay; P08912; CHO-hM5 cells, Fluo-8 calcium fluorescence, ACh EC80; inhibition, % at 3 µM; actives 0.59% (n = 360,000); AID 624040;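 active = inhibition above a per-plate cutoff, the mean of that plate's test compounds plus 3 SD, cut at about 27% in these data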;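 also: 0% = acetylcholine EC80 with DMSO and 100% = DMSO without agonist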
Target sequence (P08912 whole entry, looked up): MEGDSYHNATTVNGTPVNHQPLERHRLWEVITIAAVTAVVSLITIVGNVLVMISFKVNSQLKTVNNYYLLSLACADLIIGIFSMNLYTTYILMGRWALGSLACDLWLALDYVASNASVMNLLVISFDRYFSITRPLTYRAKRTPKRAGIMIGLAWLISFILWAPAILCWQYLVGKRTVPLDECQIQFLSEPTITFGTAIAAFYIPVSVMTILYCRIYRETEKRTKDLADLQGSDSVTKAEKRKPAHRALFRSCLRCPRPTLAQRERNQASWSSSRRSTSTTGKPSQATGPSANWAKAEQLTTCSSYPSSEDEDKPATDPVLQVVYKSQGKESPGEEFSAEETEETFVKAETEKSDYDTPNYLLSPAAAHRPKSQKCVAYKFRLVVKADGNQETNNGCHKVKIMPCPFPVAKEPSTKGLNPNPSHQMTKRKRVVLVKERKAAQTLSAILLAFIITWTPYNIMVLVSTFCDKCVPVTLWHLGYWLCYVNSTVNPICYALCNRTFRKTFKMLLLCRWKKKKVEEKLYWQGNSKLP
CHRM4 PAM – positive allosteric modulators of human muscarinic M4 receptor; P08173; CHO-K1 hM4/Gqi5, Fluo-8 calcium fluorescence, ACh EC20; 0% = ACh EC20, 100% = maximal ACh; activation, % at 3 µM; actives 0.4% (n = 360,000);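 active = activation above its plate's cutoff, the mean activation of sample wells plus 3 SD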; also: some results filed as inactive read as strong as hits
M4 ag – CHRM4 agonism in calcium assay. CHO-K1 hM4/Gqi5, Fluo-8 calcium fluorescence; vehicle 0%, full acetylcholine response 100%. activation, % at 3 µM. actives 0.14% (n = 360,000). AID 624127;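 active = activation above the run mean over all test wells plus 3 SD, cut at about 32% in these data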;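 also: peak over basal fluorescence ratio per well then scaled between controls; 0% = DMSO wells and 100% = acetylcholine at EC100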
M1 antag – human CHRM1 antagonism; P11229; actives 1.3% (n = 360,000); inhibition, % at 3 µM; CHO-K1 hM1, Fluo-8 calcium fluorescence, ACh EC80 antagonist;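 active = percent inhibition above its own plate's cutoff, namely the mean of that plate's compound wells plus 3 SD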;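 also: peak over basal fluorescence ratio during 140 s after agonist addition; 0% = ACh EC80 plus DMSO and 100% = DMSO alone without agonist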
Target sequence (P11229 whole entry, looked up): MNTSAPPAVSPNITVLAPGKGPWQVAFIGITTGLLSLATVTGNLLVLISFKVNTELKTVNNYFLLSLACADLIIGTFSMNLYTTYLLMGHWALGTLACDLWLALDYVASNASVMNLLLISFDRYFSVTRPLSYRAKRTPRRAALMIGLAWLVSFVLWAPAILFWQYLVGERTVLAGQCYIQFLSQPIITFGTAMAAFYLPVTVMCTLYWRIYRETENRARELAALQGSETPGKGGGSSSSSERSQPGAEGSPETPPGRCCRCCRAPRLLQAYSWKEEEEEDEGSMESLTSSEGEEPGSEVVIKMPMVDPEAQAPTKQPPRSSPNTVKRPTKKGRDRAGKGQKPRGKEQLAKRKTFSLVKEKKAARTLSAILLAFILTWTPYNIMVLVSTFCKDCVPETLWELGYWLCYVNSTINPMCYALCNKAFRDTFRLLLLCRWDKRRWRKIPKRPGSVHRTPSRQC
CHRM5 agonist – agonists of human muscarinic M5 receptor (CHRM5). P08912. CHO-K1 hM5 cells, Fluo-8 calcium fluorescence; 0% DMSO wells, 100% maximal acetylcholine response. activation, % at 3 µM. actives 0.19% (n = 360,000);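 active = activation above the run's mean over test compounds plus 3 SD, cut at about 23% in these data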;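 also: signal is peak over basal fluorescence ratio across the kinetic read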
CHRM4 antagonist – CHRM4 antagonism in calcium assay; inhibition, % at 3 µM; P08173; actives 0.73% (n = 360,000); CHO-hM4 cells, ACh EC80, Fluo-8 calcium fluorescence;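 active = inhibition above its plate's cutoff, the mean inhibition of sample wells plus 3 SD, cut at about 27% in these data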;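 also: 0% = acetylcholine EC80 with DMSO and 100% = DMSO without agonist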
CRFBP-R2 agonist – CRF-BP/CRF-R2 complex agonism | actives 0.46% (n = 350,000) | HEK293 CRF-R2/CRF-BP, calcium dye fluorescence (FLIPR); percent of saturating CRF peptide response | activation, % at 13.2 µM;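 active = activation of at least 50%, plus an integration ratio under a set limit after plate pattern correction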;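 also: plate controls were neutral control wells without compound for no effect and CRF at EC100 for full effect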
M1 PAM – potentiates human M1 receptor response to acetylcholine. actives 0.088% (n = 360,000). AID 588819. CHO-K1 hM1, Fluo-8 calcium fluorescence, ACh EC20; 0% = ACh EC20, 100% = maximal ACh. activation, % at 3 µM; in the data active = activation above about 19%, passing the limit was not always enough
M5 PAM – positive allosteric modulators of human muscarinic M5 receptor. P08912. CHO-K1 hM5, Fluo-8 calcium, ACh EC20 PAM; 0% = ACh EC20, 100% = ACh EC100. activation, % at 3 µM. actives 0.3% (n = 360,000). AID 624038;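 active = activation above the run cutoff, the mean activation of all test compounds plus 3 SD, cut at about 18% in these data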
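Assay system – human M5 receptor in CHO-K1 cells · Read-out – % activation, ACh-normalized · Technique – Fluo-8 calcium fluorescence · Dosing – single-point, 3 µM nominal · Incubation – Fluo-8 loading 80 min at 37 °C plus 30 min room temperature · Repeats – singlicate, one well per test compound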
Active calls of the source: *; x = not tested or not shown.

The opening two entries (preview)
no.	Molecule	M5 antag	CHRM4 PAM	M4 ag	M1 antag	CHRM5 agonist
1	COc1ccc(C2CC(=O)C=C(NCc3ccc4c(c3)OCO4)C2)cc1 (stereo not given)	2	9	3	4	0
2	COc1ccc(C(=O)N=C2SC3CS(=O)(=O)CC3N2c2ccccc2)cc1OC (stereo not given)	4	3	1	-14	-4

no.	CHRM4 antagonist	CRFBP-R2 agonist	M1 PAM	M5 PAM
1	6	-2.8	5	1
2	9	-2.3	11	0

The whole of this part, repeating the preview:
no.	Molecule	M5 antag	CHRM4 PAM	M4 ag	M1 antag	CHRM5 agonist
1	COc1ccc(C2CC(=O)C=C(NCc3ccc4c(c3)OCO4)C2)cc1 (stereo not given)	2	9	3	4	0
2	COc1ccc(C(=O)N=C2SC3CS(=O)(=O)CC3N2c2ccccc2)cc1OC (stereo not given)	4	3	1	-14	-4
3	COc1ccc(-n2nc(C(=O)NCC(=O)Nc3ccccn3)c3ccccc3c2=O)cc1Cl	5	-5	3	-9	0
4	OCCNc1nc(Nc2cccc(O)c2)nc2ccccc12	7	-9	0	4	1
5	O=C(N/N=C/c1cccnc1)c1ccc(CN2c3cccc4cccc(c34)S2(=O)=O)cc1	2	-3	7	0	1
6	COc1cccc(CNC(=O)N[C@@H](CC(C)C)C(=O)O)c1	-4	0	0	1	-2
7	CCN1CCCC1CNC(=O)c1cc2ccc(OC)cc2[nH]1 (stereo not given)	13	-2	0	-8	-4
8	Cc1cccc(N2C(=O)CC(n3ccnc3)C2=O)c1C (stereo not given)	6	-3	1	-3	1
9	O=C(O)[C@H](Cc1ccccc1)N1Cc2ccccc2C1=O	1	1	0	1	0
10	COc1cc(/C=N\NC(=O)c2ccc(=O)[nH]n2)cc(OC)c1OC	0	7	0	-18	-2
11	COC(=O)c1nnn(CC(=O)Nc2cccc(Cl)c2)c1C(=O)OC	-6	4	1	-25	-2
12	CCN1CCCC1CNC(=O)C(=O)NCCc1ccc(OC)c(OC)c1 (stereo not given)	11	9	2	2	-2
13	CCN(CC(=O)NCc1cccs1)C(=O)c1ccc(S(=O)(=O)Nc2ccccc2Cl)cc1	2	5	3	3	2
14	CC(=O)Nc1ccc2nc(NC(=O)COc3ccc(C)cc3)sc2c1	15	-3	3	-12	2
15	Cc1ccc(-c2nc(C=Nc3cccc(C)c3)c(O)o2)cc1	-1	5	1	-10	1

no.	CHRM4 antagonist	CRFBP-R2 agonist	M1 PAM	M5 PAM
1	6	-2.8	5	1
2	9	-2.3	11	0
3	-2	-0.4	4	-7
4	5	-2.0	-1	-6
5	-8	-1.8	-2	3
6	10	-1.6	9	6
7	-18	0.5	1	1
8	-2	4.9	4	1
9	-6	-0.6	2	2
10	-7	-1.4	2	10
11	0	0.1	1	3
12	-4	2.4	0	-7
13	2	1.4	0	-1
14	-5	-4.7	11	-8
15	-9	0.6	5	18*

Next results:
no.	Molecule	M5 antag	CHRM4 PAM	M4 ag	M1 antag	CHRM5 agonist
16	C[C@H](CO)N1C[C@H](C)[C@H](CN(C)C(=O)c2ccc(N3CCN(C)CC3)cc2)OCc2cnnn2CCCC1=O	-4	2	1	-16	-2
17	CCN1CCN(c2ccc(S(=O)(=O)N3CCOCC3)cc2NC(=O)/C=C/c2ccc([N+](=O)[O-])cc2)CC1	-4	2	0	-1	-3
18	COc1ccccc1/C=C(/C(=O)OCC(=O)Nc1ccccc1C(C)C)c1ccccc1	3	-5	0	-5	-1
19	COC(=O)c1ccc(N2C(=O)C3C4C=CC(CC4)C3C2=O)cc1 (stereo not given)	3	-5	1	-12	2
20	N#Cc1ccc(-c2ccc(Cl)cc2)nc1SCC(=O)c1cccc(Cl)c1	-1	0	0	-10	0
21	CC1(c2nnc(-c3ccc(Cl)cc3)o2)CC(c2cccc(Cl)c2)=NO1 (stereo not given)	4	4	1	-1	0
22	O=C(N/N=C/c1ccccn1)c1cccc([N+](=O)[O-])c1	6	1	1	-8	1
23	O=C(Nc1cccc(-c2nc3ccccc3o2)c1)c1cccnc1	17	-9	13	16	2
24	COc1ccc(NS(=O)(=O)c2cccc(C(=O)NNC(=O)c3ccc(NC(C)=O)cc3)c2)cc1	6	-1	2	1	2
25	CCC(Sc1ccc2nnc(-c3ccc(F)cc3)n2n1)C(=O)OC (stereo not given)	-2	-4	0	0	2
26	CC(C)NC(=O)N(C)C[C@@H]1OCCCC[C@@H](C)Oc2ccc(NC(=O)Nc3ccc(F)cc3)cc2C(=O)N([C@H](C)CO)C[C@@H]1C	-9	11	0	2	2
27	NS(=O)(=O)c1ccc(NC(=O)c2ccc3nccnc3c2)cc1	3	0	1	-16	-2
28	O=C(Nc1ccc2c(c1)C(=O)OC2)Nc1cccc2ccccc12	-4	9	1	-11	2
29	COc1cccc(C2=CC(c3ccc(OC)c(OC)c3OC)n3nnnc3N2)c1 (stereo not given)	7	-8	0	16	-5
30	O=C(CN1CCCCC1)Nc1cccc(Oc2ccccc2)c1	0	3	1	10	-10

no.	CHRM4 antagonist	CRFBP-R2 agonist	M1 PAM	M5 PAM
16	-2	-0.4	6	-2
17	-20	-0.1	1	2
18	-5	5.4	-2	-4
19	-8	3.4	23	0
20	-2	22	3	2
21	-5	12	-1	-2
22	7	-2.6	7	7
23	6	2.0	-6	-5
24	8	2.3	0	-2
25	4	-9.2	0	6
26	-12	x	10	2
27	2	0.0	12	-2
28	-8	0.5	7	11
29	9	6.5	-8	-4
30	3	0.3	-15	10

(cont.)
no.	Molecule	M5 antag	CHRM4 PAM	M4 ag	M1 antag	CHRM5 agonist
31	COC(=O)c1ccc(COc2ccccc2/C=C(\C#N)C(=O)Nc2ccc(C)cc2C)cc1	1	5	0	-6	-1
32	COc1ccc(OC)c(CN2CCN(C(=O)CNC(=O)c3cc(C)cc(C)c3)CC2)c1	0	3	-1	-7	-5
33	O=C1c2cccnc2C(=O)N1Cc1ccc(S(=O)(=O)N2CCN(c3ccccc3)CC2)cc1	11	-4	1	10	-1
34	CCOc1ccc(OCCNC(=O)c2oc3ccccc3c2COC)cc1	10	2	1	3	1
35	Cc1nn(-c2ccccc2)c2sc(C(=O)N3CCc4ccccc4C3)cc12	6	-13	-1	5	2
36	CCOC(=O)c1ccc(NC(=O)C2CCN(S(=O)(=O)c3ccccc3)CC2)cc1	-4	5	1	-20	1
37	O=c1c2cnn(-c3ccccc3)c2nnn1/N=C/c1cccnc1	2	-3	0	-3	0
38	Cc1cccnc1NC(=O)Nc1cccs1	-5	14	-1	-6	-1
39	CCCCNC(=O)Nc1cc(C)on1	-4	2	0	-9	-1
40	CC(C)c1nc2oc3c(NCC4CCCO4)ncnc3c2c2c1CCC2 (stereo not given)	1	-6	6	8	1
41	CCC(C)(C)NC(=O)C(c1cccc(OC)c1OC)N(Cc1ccccc1)C(=O)CCC(=O)Nc1cc(C)on1 (stereo not given)	2	1	1	-3	-3
42	O=C(CSc1nnc(-c2ccccc2)c(-c2ccccc2)n1)NC1CCS(=O)(=O)C1 (stereo not given)	2	4	1	-6	-1
43	COc1cc(O)sc1C=Nc1ccc(Cl)cc1	4	-4	0	9	-2
44	CCO/C=C1\C(=O)N(c2ccccc2)C(=O)c2ccccc21	7	-5	1	-14	-2
45	CCOc1ccccc1C(=O)N/N=C/c1cccc2cccnc12	5	-9	5	-5	-1

no.	CHRM4 antagonist	CRFBP-R2 agonist	M1 PAM	M5 PAM
31	-2	2.7	6	2
32	2	0.5	-1	-1
33	-3	0.0	-3	3
34	2	0.1	3	-7
35	13	-2.2	-3	-1
36	-16	-3.3	11	0
37	7	1.4	5	-2
38	0	2.1	1	-3
39	7	-2.7	7	2
40	-13	-6.3	-3	-10
41	-18	-4.1	0	-2
42	-1	-0.3	6	4
43	-2	0.1	-4	-2
44	13	1.4	6	-4
45	2	0.6	-4	0

Random excerpt: 3 compounds from above
no.	Molecule	M5 antag	CHRM4 PAM	M4 ag	M1 antag	CHRM5 agonist
33	O=C1c2cccnc2C(=O)N1Cc1ccc(S(=O)(=O)N2CCN(c3ccccc3)CC2)cc1	11	-4	1	10	-1
45	CCOc1ccccc1C(=O)N/N=C/c1cccc2cccnc12	5	-9	5	-5	-1
44	CCO/C=C1\C(=O)N(c2ccccc2)C(=O)c2ccccc21	7	-5	1	-14	-2

no.	CHRM4 antagonist	CRFBP-R2 agonist	M1 PAM	M5 PAM
33	-3	0.0	-3	3
45	2	0.6	-4	0
44	13	1.4	6	-4

Remaining list, next part:
no.	Molecule	M5 antag	CHRM4 PAM	M4 ag	M1 antag	CHRM5 agonist
46	COc1ccccc1N=C(C)C1=C(O)COC1=O	-1	18	1	0	-2
47	O=C(N/N=C\c1c[nH]c2ccccc12)c1ccc(O)cc1	13	-2	0	-10	-1
48	CCCC1(CCC)NC(=O)N(CC(=O)N2CCc3ccccc32)C1=O	-1	3	6	-13	1
49	c1cc(SSc2ccncc2)ccn1	14	-6	14	8	3
50	CCCn1c(=O)c2ccccc2n2c(SCC(=O)/C(C#N)=C(\C)N)nnc12	-9	5	0	-11	1
51	c1ccc(-c2noc(CSc3nnc(Cc4cccs4)n3-c3ccccc3)n2)cc1	-9	-1	6	-16	-5
52	COC[C@H]1CCCN1[C@H]1CS(=O)(=O)N[C@@H]1COCc1ccccc1	-3	-1	2	1	2
53	CC12CCC(C(=O)Nc3ccccc3)(C/C1=N\O)C2(C)C (stereo not given)	3	8	0	12	0
54	CCOc1ccc2c(c1)cc(CN(C(=O)CC)C1CCCCC1)c1nnnn12	3	0	2	2	0
55	CC(C)CN1CCC1(C)C(=O)Nc1cccc(C#N)c1 (stereo not given)	3	8	0	-3	0
56	c1ccc(-c2nc3c(ccc4ccccc43)[nH]2)nc1	-2	9	4	-6	-3

no.	CHRM4 antagonist	CRFBP-R2 agonist	M1 PAM	M5 PAM
46	-2	-0.2	2	5
47	3	-0.6	3	-3
48	-2	-0.3	8	-3
49	4	-0.1	-7	-6
50	-7	-1.9	15	13
51	-7	1.6	2	5
52	-10	x	4	3
53	0	3.3	2	-2
54	-3	0.4	3	-1
55	-22	x	1	-4
56	-9	2.3	4	-3
